Compound activity as filed in PubChem BioAssay.
WT yeast gro inh: growth inhibition of WT yeast, mitochondrial fusion screen | 2.1% of 190,000 active | mitochondrial fusion phenotypic screen, WT strain | inhibition, % at 10 µM; in the data active = inhibition above about 58%; tested in S. cerevisiae
Autophagy HCS: alters autophagy in cells; MEF GFP-LC3 puncta imaging; test concentration mostly 10 µM; calls only at 10 µM (by protocol); 0.98% of 190,000 active; AID 463193;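 active = percentage of spot-positive cells more than 3 SD above its plate mean, without a fluorescence outlier flag or 80% toxicity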;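 note: spot-positive cell cutoff set from DMSO-treated cells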
bCat nuc transl: alters nuclear translocation of beta-catenin in HeLa cells. immunofluorescence imaging. nuclear translocation activity, % at 5 µM. 0.3% of 190,000 active. AID 1665;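 active = nuclear translocation activity above 50% at 5 µM, with a well cell count of 50 or more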;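 note: per-cell ratio of nuclear to cytoplasmic median beta-catenin stain intensity; plate controls were DMSO negative control for no effect and GSK-3 inhibitor IX positive control for full effect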
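Test system: HeLa cells, endogenous beta-catenin; Compound: single 5 µM dose plus 0.02–20 µM confirmation series; Times: compound exposure 24 h at 37°C; Signal: fluorescence imaging of beta-catenin antibody stain plus DAPI; Read-out: % activation, nuclear-to-cytoplasmic median beta-catenin signal ratio per cell.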
MT stabilize HCS: microtubule stabilizers in HeLa cells | HeLa tubulin immunostaining HCS, 24 h; share of cells brighter than vehicle mean+2SD | % tubulin-high responders, % at 10 µM | 0.83% of 200,000 active | AID 2205;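 active = plate Z-score above 3 for both tubulin-high and condensed-nucleus cell shares, with cell loss under 80%, at 10 µM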;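 note: anti alpha tubulin signal scored within the nucleus-defined area of each cell; some results filed as inactive read as strong as hits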
XIAP displacement: small molecules displacing peptide from XIAP – biochemical, IAP family, fluorescence polarization (AID 1018); XIAP BIR domain, fluorescence polarization peptide displacement; higher % means a stronger effect; displacement, % at 20 µM, or IC50 in µM where a hit was titrated; 0.007% of 200,000 active; in the data active = displacement above about 50%; note: a part of the inactive calls stands beside numbers as strong as those of hits
Lipid droplet: modulators of hepatic lipid droplet formation | AML12 mouse hepatocytes, oleate lipid droplets, BODIPY imaging | 0.4% of 240,000 active | inhibition, % at 6.5 µM;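 active = lipid droplet intensity inhibited by at least 50%, with more than 500 cells counted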
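Test system: AML12 hepatocytes (mouse); reagent: oleate loading, 100 µM; dosing: one dose, 6.5 µM compound; incubation: overnight exposure; signal: fluorescence imaging, 20x objective, two fields per well; read-out basis: % inhibition of corrected integrated BODIPY droplet signal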
Ins promoter up: MIN6 insulin promoter up-regulation; MIN6 insulin promoter-GFP reporter, high-content imaging; stronger effect = higher value; z-score at 5 µM; 0.3% of 190,000 active; AID 1625;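 active = z-score above 3 at 5 µM with at least 500 cells counted in the well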
Dynein cargo inh: blocks dynein driven cargo transport along microtubules; 3617.4 mouse cells, GR-EGFP nuclear translocation imaging; test concentration mostly 20 µM; stimulated with dexamethasone, 1 µM; stronger effect = lower value; z-score, hits read low; 0.47% of 220,000 active; AID 1381;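 active = plate z-score of nuclear minus cytoplasmic receptor signal below a set negative limit, without overly bright fluorescence or cell loss, cut at about -3.5 in these data, passing the limit was not always enough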;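 note: z-score of nuclear minus cytoplasmic ring GR-EGFP intensity difference per well; some compounds called inactive have numbers as strong as hits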
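Buffer or medium: tetracycline-free induction medium containing charcoal-stripped FBS / Reagent: dexamethasone agonist, 1.0 µM final, for 30 min / Technique: automated 10x imaging of fixed Hoechst-stained cells / Times: induction 48 h, compound 1 h, agonist 30 min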
ER stress rescue: rescue of cells from ER stress-induced death, primary screen, 384-well, CSM14.1, thapsigargin, ATP luminescence (AID 1222); 190,000 tested, under 10 active; CSM14.1 thapsigargin-induced death rescue, ATP luminescence; higher % means a stronger effect; cellular ATP content (survival), % at 20 µM, or EC50 in µM where a hit was titrated;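 active = EC50 below 50 µM in the dose-response confirmation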;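 note: death triggered by thapsigargin at about 15 µM added after 2 h compound pretreatment; cell ATP read after overnight thapsigargin exposure of roughly 18 to 22 hours; normalized against plate controls of thapsigargin alone and 5% DMSO vehicle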
WT yeast gro inh mutant strain: second read-out of WT yeast gro inh, no call of its own (marks repeat the call); inhibition, %; mitochondrial fusion phenotypic screen, mutant strain inhibition
Dynein cargo inh cytoplasmic EGFP: also measured in Dynein cargo inh; calls as there; z-score; measured here: cytoplasmic GR-EGFP intensity; stronger effect = higher value
Dynein cargo inh nuclear GR-EGFP: also measured in Dynein cargo inh; calls as there; z-score; measured here: nuclear GR-EGFP intensity;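 lower value marks the stronger effect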
Dynein cargo inh cell count: second read-out of Dynein cargo inh, no call of its own (marks repeat the call); z-score; measured here: cell count per field
Ins promoter up cell count: further read-out of Ins promoter up, marked with its call; cell count; measured here: cytotoxicity, nuclei count;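 total cells summed across four imaged fields per well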
Lipid droplet cells 6.5 µM: further read-out of Lipid droplet, marked with its call; cell count; measured here: cell count, cytotoxicity flag;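 cells counted across two imaged fields per well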
bCat nuc transl cell count 5 µM: further read-out of bCat nuc transl, marked with its call; cell count; measured here: cell count, cytotoxicity flag
MT stabilize HCS Hoechst-high %: second read-out of MT stabilize HCS, no call of its own (marks repeat the call); % Hoechst-high responders; measured here: nuclear condensation Hoechst responders;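 share of cells brighter than vehicle mean plus two SD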
MT stabilize HCS cytotoxicity %: further read-out of MT stabilize HCS, marked with its call; toxicity, %; measured here: cytotoxicity by cell density;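 0% = mean cell density of plate MIN control wells and 100% = no cells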
Autophagy HCS cell loss 18 h: second read-out of Autophagy HCS, no call of its own (marks repeat the call); toxicity, %; measured here: cell loss, nuclei count;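 cell loss after 18 h compound exposure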
The depositor's hits bear a star; i = inactive; . = no result given; + = active, no number.

SMILES	WT yeast gro inh	WT yeast gro inh mutant strain	Autophagy HCS	Autophagy HCS cell loss 18 h	bCat nuc transl	bCat nuc transl cell count 5 µM	MT stabilize HCS	MT stabilize HCS Hoechst-high %	MT stabilize HCS cytotoxicity %	XIAP displacement	Lipid droplet	Lipid droplet cells 6.5 µM	Ins promoter up	Ins promoter up cell count	Dynein cargo inh	Dynein cargo inh cytoplasmic EGFP	Dynein cargo inh nuclear GR-EGFP	Dynein cargo inh cell count	ER stress rescue
CCOC(=O)Nc1ccc(OC)c([N+](=O)[O-])c1	-19.8	7.1	i	-4.6	0.5	1085	6.6	1.5	7.1	-2.7%	31.8	707	-0.28	1304	0.57	-0.288	0.574	-0.425	-1.0%
CS(=O)(=O)c1ccccc1-c1nc(-c2cccc(Cl)c2)no1	2.0	-6.2	i	-5.4	1.2	1110	3.0	2.3	6.9	1.5%	-12.3	674	0.17	1286	-0.106	-0.242	0.318	0.252	0.1%
Cc1nc2ccccc2c(=O)n1/N=C/c1ccncc1	11.8	9.5	i	2.6	-0.7	1035	2.6	2.9	13.3	0.9%	-3.4	676	-0.19	1250	2.28	-0.211	2.03	-0.76	.
Cc1ccc2c(CSc3nncs3)cc(=O)oc2c1	-6.8	3.1	i	3.3	10.1	512	4.7	2.2	13.2	0.7%	.	.	-0.73	1344	0.769	0.164	1.27	-1.11	0.1%
CN(C)S(=O)(=O)c1cccc(NC(=S)Nc2ccc(Cl)cc2Cl)c1	7.2	28.1	i	-16.5	5.3	965	2.0	1.6	15.0	-3.0%	0.4	791	2.19	905	-0.319	-0.227	0.0175	0.35	0.0%
C(=N\n1cnnc1)/c1ccc2ncccc2c1	-4.2	-3.8	i	8.1	-1.8	657	3.3	2.6	6.0	-1.1%	.	.	-0.47	1460	-1.06	-0.203	-0.771	0.905	-1.0%
O=C(COc1ncnc2c(Cl)cc(Cl)cc12)N1CCN(S(=O)(=O)c2ccccc2)CC1	1.6	5.8	i	6.8	-0.3	978	2.1	1.7	5.2	-5.3%	-3.2	762	1.05	850	-0.743	-0.155	0.105	0.579	-1.9%
O=CN1CCN(C(C(=O)NC2CCCC2)c2cc3c(cc2[N+](=O)[O-])OCO3)CC1 (stereo not drawn)	2.1	12.7	i	4.1	5.2	1045	4.2	2.8	4.1	-4.3%	-1.4	657	-0.32	1342	-0.542	0.325	0.168	0.476	-0.3%
COc1cccc(C(=O)Nc2ccc(N3CCCC3)cc2)c1	77.0	77.9	+	21.3*	1.6	818	25.7*	30.7*	50.6*	-4.5%	.	.	-0.3	913	0.691	-0.213	0.16	0.233	-5.4%
C[C@@H](C(=O)Nc1nc2ccccc2s1)N1C(=O)C2CC=CCC2C1=O (stereo partly drawn)	18.2	-5.8	i	21.0	0.6	1041	3.5	1.6	7.1	-6.8%	-17.7	547	0.66	1583	0.444	-0.224	0.321	0.395	-0.7%
COc1ccccc1N1CCN(C(=O)CSc2nnc(NC(=O)C3CCC3)s2)CC1	2.2	-1.0	i	7.7	0.1	1107	3.0	1.8	7.9	1.7%	.	.	.	.	-0.491	-0.0872	-0.276	-0.0359	0.3%
CCOC(=O)/C(=C/c1cn(C)c2ccccc12)NC(=O)c1ccccc1	.	.	.	.	-4.4	1130	.	.	.	.	-2.9	698	0.65	1369	0.974	-0.0451	0.488	0.0572	.
Cc1cccc(NC(=O)c2ccc(NC(C)c3ccccc3)c([N+](=O)[O-])c2)n1 (stereo not drawn)	-1.8	5.6	i	6.2	-0.3	1514	3.7	1.9	6.9	-8.7%	.	.	0.66	1423	-0.287	1.03	0.214	0.497	-2.0%
COc1ccc(-c2cc(=NC(CC(C)C)C(=O)O)c3cc(C)ccc3o2)cc1 (stereo not drawn)	23.5	16.0	i	-10.9	-2.3	568	4.1	1.8	4.7	1.2%	26.6	582	-0.18	1392	2.02	-0.144	0.837	-1.58	2.8%
Cc1ccc(CNC(=S)Nc2ccc(OC(F)F)cc2C)cc1	-6.9	-2.2	i	4.3	1.8	1085	12.7	1.5	14.5	-9.8%	16.8	744	-0.56	1428	0.476	-0.154	0.429	-0.925	-1.5%
COc1ccc2[nH]c(C)c(CCNC(=S)Nc3cc(C)cc(C)c3)c2c1	12.9	5.9	i	-3.2	-4.4	605	2.3	3.4	8.5	-8.1%	-24.6	687	0.15	1294	-0.783	-0.215	0.3	0.573	-3.2%
CN1CCN(C(=O)c2c(O)c3cccc4c3n(c2=O)CCC4)CC1	1.1	5.8	i	3.1	-2.6	860	1.8	3.6	7.3	-5.1%	.	.	0.97	1113	1.01	0.0495	0.971	-0.148	0.3%
CC(=O)OC1c2ccccc2C(=O)N1c1ccccc1C (stereo not drawn)	9.5	-8.6	.	.	0.6	1159	6.5	2.2	6.6	-6.2%	10.0	676	.	.	-0.0462	-0.267	0.248	0.396	.
CCn1c(CN2CCN(CCO)CC2)nc2ccccc21	3.4	2.2	i	-26.4	0.2	1502	5.3	2.0	3.2	-1.1%	1.2	611	-0.02	1449	-0.154	-0.235	0.0606	0.197	-2.2%
O=C1C=C(c2ccccc2)C[C@H](c2cccs2)[C@H]1n1nnc([N+](=O)[O-])n1	-21.7	26.0	i	21.3	14.8	1035	18.6	7.1	1.2	-3.8%	-12.2	651	-3.36	910	-0.847	-0.1	-0.719	0.728	0.8%
Cc1ccc2c(C(=O)CN3CCN(C4CCCCC4)CC3)c(C)[nH]c2c1	-8.7	2.4	i	-5.2	-0.7	1116	1.9	1.6	10.4	-2.5%	.	.	-0.84	878	0.046	0.437	-0.1	0.341	-1.5%
CCN(C(=O)CSc1nnc(Nc2ccccc2)s1)C1CCS(=O)(=O)C1 (stereo not drawn)	-13.5	-7.5	+	18.3*	-1.5	1082	2.7	2.5	12.6	-4.0%	6.8	707	-0.16	1210	0.232	-0.304	0.0689	-0.316	-0.9%
CC(=O)NCC1CCCN(Cc2cn(-c3ccccc3)nc2-c2ccc3c(c2)OCO3)C1 (stereo not drawn)	-3.7	-4.6	i	1.2	-1.3	1052	2.6	2.9	6.0	-4.5%	2.9	753	-1.15	1383	-0.341	-0.253	-0.197	0.761	0.1%
NS(=O)(=O)c1ccc(CCNC(=S)NC2CCCC2)cc1	-21.6	5.0	i	-3.0	0.5	972	2.2	2.6	11.1	-1.9%	11.9	657	0.61	1494	-0.295	-0.338	-0.0267	0.486	-0.5%
Clc1ccc(CSc2nnc3c(n2)[nH]c2ccccc23)cc1	.	.	.	.	-3.9	1160	.	.	.	.	21.3	830	-0.2	1496	0.098	-0.258	0.0122	0.255	.

Additional structures
SMILES	WT yeast gro inh	WT yeast gro inh mutant strain	Autophagy HCS	Autophagy HCS cell loss 18 h	bCat nuc transl	bCat nuc transl cell count 5 µM	MT stabilize HCS	MT stabilize HCS Hoechst-high %	MT stabilize HCS cytotoxicity %	XIAP displacement	Lipid droplet	Lipid droplet cells 6.5 µM	Ins promoter up	Ins promoter up cell count	Dynein cargo inh	Dynein cargo inh cytoplasmic EGFP	Dynein cargo inh nuclear GR-EGFP	Dynein cargo inh cell count	ER stress rescue
CCCN(CCC)C(=O)CC(c1ccccc1)c1cc(C)ccc1O (stereo not drawn)	23.2	11.8	i	-8.6	-3.7	1237	2.8	1.7	8.8	-0.2%	-10.1	769	-0.62	911	0.323	-0.133	0.309	0.375	-2.9%
CN(C)CCCNC(=O)CCC1CCCCC1	10.6	0.2	i	4.7	.	.	2.5	2.3	8.2	-5.6%	21.5	732	-0.04	1335	-0.646	-0.18	-0.236	-0.503	-2.4%
Cc1ccc(CNC(=O)Cn2c(=O)oc3ccccc32)o1	2.5	6.2	i	11.8	0.9	1402	4.4	2.7	4.1	3.4%	.	.	-0.35	1586	0.419	-0.315	0.065	0.07	-1.4%
CCOC(=O)c1c(C)[nH]c(C(=O)Nc2ccc(C)c(Cl)c2)c1C	-5.4	-20.2	i	-16.0	0.4	571	2.8	2.0	0.5	-3.5%	-2.1	654	-0.47	1181	0.198	-0.275	-0.0975	-0.196	-1.3%
Nc1ncnc(N2CCc3ccccc32)c1[N+](=O)[O-]	1.1	9.4	i	-1.1	-0.7	1026	1.8	1.7	5.0	-4.3%	0.6	675	-0.35	1336	0.22	-0.197	-0.243	0.511	-0.6%
CC1(C)CC(=O)/C(=N/Nc2ccc(Cl)cc2)CO1	.	.	.	.	-0.5	1353	.	.	.	.	-2.3	704	0.16	1123	-0.57	-0.255	-0.217	0.479	.
CN(C)S(=O)(=O)c1ccc2c(c1)C(CC(=O)O)OC2=O (stereo not drawn)	14.8	24.6	i	-4.4	-0.1	1046	1.7	1.8	4.2	-6.0%	0.6	698	-0.24	1272	-0.113	-0.265	0.233	-0.527	.
CCn1c2ccccc2c2c3ncc4cccn4c3ccc21	.	.	.	.	-0.8	1210	.	.	.	.	-1.1	697	0.08	1285	-0.921	0.827	-0.542	0.766	.
Cc1ccc(S(=O)(=O)Cc2cc(-c3ccc(Cl)cc3)no2)cc1	17.1	12.1	i	17.9	-4.1	1148	2.1	1.0	1.1	-6.8%	3.5	681	-0.41	1603	0.344	-0.294	0.206	0.085	-2.2%
c1ccc(Oc2cc(-c3ccccc3)nc(-c3ccccc3)n2)cc1	6.3	-9.0	i	18.9	0.6	1131	1.6	1.4	0.4	-3.1%	-9.7	603	0.06	1405	-0.0496	-0.0225	0.0442	0.665	-0.5%
COc1ccc(Cn2c(=O)oc3ccc(C)cc32)cc1OC	8.5	-6.0	i	10.0	-1.4	1047	3.0	2.1	1.7	-2.7%	-45.4	689	-0.51	1544	-0.407	-0.116	0.38	-0.149	0.7%
